# Dynein cargo inh: blocks dynein driven cargo transport along microtubules. AID 1381. 220,000 tested, 0.47% active. z-score, hits read low. 3617.4 mouse cells, GR-EGFP nuclear translocation imaging; test concentration mostly 20 µM; stimulated with dexamethasone, 1 µM; stronger effect = lower value;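 active means plate z-score of nuclear minus cytoplasmic receptor signal below a set negative limit, without overly bright fluorescence or cell loss, cut at about -3.5 in these data, passing the limit was not always enough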;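 further: z-score of nuclear minus cytoplasmic ring GR-EGFP intensity difference per well; some compounds called inactive have numbers as strong as hits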
#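 Buffer or medium: Induction medium lacking tetracycline, stripped serum | Also added: Dexamethasone agonist, 1.0 µM final, for 30 min | Timing: 48 h induction, 1 h compound, 30 min dex at 37 °C | Detection: Formaldehyde fixation, Hoechst nuclear stain, 10x automated fluorescence imaging | Measure: Nuclear versus cytoplasmic GR-EGFP signal, averaged per well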
# Lipid droplet: hepatic lipid droplet formation modulation; AML12 mouse hepatocytes, oleate lipid droplets, BODIPY imaging; inhibition, % at 6.5 µM; 240,000 tested, 0.4% active;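 active means lipid droplet intensity inhibited by at least 50%, with more than 500 cells counted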
#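 Material – mouse AML12 hepatocyte cell line, fixed after treatment · Compound dosing – one dose, 6.5 µM compound · Times – compound with oleate, overnight · Measured by – Image-based BODIPY and DAPI two-channel analysis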
# Yfh1-off respiration: mitochondrial function rescue without frataxin homolog – Friedreich's ataxia, plus single-dose screen, dose response (AID 1465). fold induction at 50 µM, or EC50 in µM where a hit was titrated. 220,000 tested, 0.074% active. S. cerevisiae Yfh1-off respiration, WST-1 reduction, 72 h; higher fold induction means a stronger effect;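 active means fold induction of absorbance versus untreated yeast above a set limit, then at least 30% activation at any dose in follow-up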;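 further: activators that raise dye reduction in frataxin-depleted yeast; strong numbers were not always called active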
# Autophagy mod: modulators of autophagy. MEF GFP-LC3 puncta imaging; test concentration mostly 10 µM. calls only at 10 µM (by protocol). 190,000 tested, 0.98% active. AID 463193;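 active means percentage of spot-positive cells more than 3 SD above its plate mean, without a fluorescence outlier flag or 80% toxicity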;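 further: spot-positive cell cutoff set from DMSO-treated cells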
# M1AAP inhibition: P. falciparum M1AAP inhibitors, biochemical, fluorogenic H-Leu-NHMec substrate, 1536-well (AID 1445) | recombinant M1AAP, H-Leu-NHMec fluorogenic kinetic assay; higher % means a stronger effect | inhibition, % at 30 µM, or IC50 in µM where a hit was titrated | 220,000 tested, 0.42% active;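 active means primary inhibition above the hit cutoff, then over 50% inhibition at one or more dose response concentrations, cut at about 23% in these data, passing the limit was not always enough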;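 further: plate controls were DMSO full reaction for no effect and no enzyme background for full effect; strong numbers were not always called active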
# MT stabilize HCS: microtubule stabilization, imaging screen; HeLa tubulin immunostaining HCS, 24 h; share of cells brighter than vehicle mean+2SD; % tubulin-high responders, % at 10 µM; 200,000 tested, 0.83% active; AID 2205;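 active means plate Z-score above 3 for both tubulin-high and condensed-nucleus cell shares, with cell loss under 80%, at 10 µM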;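 further: anti alpha tubulin signal scored within the nucleus-defined area of each cell; some results filed as inactive read as strong as hits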
# P. falciparum M17LAP: P. falciparum M17LAP inhibitors, primary screen, biochemical, fluorogenic H-Leu-NHMec substrate, 1536-well (AID 1619); recombinant M17LAP, H-Leu-NHMec fluorogenic kinetic assay; higher % means a stronger effect; one-dose inhibition, % at 30 µM; IC50 in µM for titrated hits; 220,000 tested, 0.38% active;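 active means compound inhibiting the enzyme by more than half at any dose during confirmatory dose-response retesting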;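 further: plate controls were full reaction with DMSO carrier for no effect and no enzyme background for full effect; strong numbers were not always called active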
# Ins promoter up: MIN6 insulin promoter up-regulation; MIN6 insulin promoter-GFP reporter, high-content imaging; stronger effect = higher value; z-score at 5 µM; 190,000 tested, 0.3% active;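 active means z-score above 3 at 5 µM with at least 500 cells counted in the well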
# CSM14.1 death rescue: rescue of cells from ER stress-induced death, primary screen, 384-well, CSM14.1, thapsigargin, ATP luminescence (AID 1222) | 190,000 tested, under 10 active | one-dose cellular ATP content (survival), % at 20 µM; EC50 in µM for titrated hits | CSM14.1 thapsigargin-induced death rescue, ATP luminescence; higher % means a stronger effect;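 active means EC50 below 50 µM in the dose-response confirmation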;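 further: death triggered by thapsigargin at about 15 µM added after 2 h compound pretreatment; cell ATP read after overnight thapsigargin exposure of roughly 18 to 22 hours; normalized against plate controls of thapsigargin alone and 5% DMSO vehicle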
# Dynein cargo inh cytoplasmic EGFP: second read-out of Dynein cargo inh, no call of its own (marks repeat the call); z-score; measured here: cytoplasmic GR-EGFP intensity; stronger effect = higher value
# Dynein cargo inh nuclear GR-EGFP: second read-out of Dynein cargo inh, no call of its own (marks repeat the call); z-score; measured here: nuclear GR-EGFP intensity;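 lower value marks the stronger effect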
# Dynein cargo inh cell count: second read-out of Dynein cargo inh, no call of its own (marks repeat the call); z-score; measured here: cell count per field
# Ins promoter up cell count: recorded beside Ins promoter up, whose call it bears; cell count; measured here: cytotoxicity, nuclei count;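 total cells summed across four imaged fields per well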
# Lipid droplet cells 6.5 µM: recorded beside Lipid droplet, whose call it bears; cell count; measured here: cell count, cytotoxicity flag;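 cells counted across two imaged fields per well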
# MT stabilize HCS Hoechst-high %: recorded beside MT stabilize HCS, whose call it bears; % Hoechst-high responders; measured here: nuclear condensation Hoechst responders;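 share of cells brighter than vehicle mean plus two SD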
# MT stabilize HCS cytotoxicity %: also measured in MT stabilize HCS; calls as there; toxicity, %; measured here: cytotoxicity by cell density;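 0% = mean cell density of plate MIN control wells and 100% = no cells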
# Autophagy mod cell loss 18 h: second read-out of Autophagy mod, no call of its own (marks repeat the call); toxicity, %; measured here: cell loss, nuclei count;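 cell loss after 18 h compound exposure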
# * = called active by the depositor; i = inactive; . = not tested or not shown. A portion of the library. The share of hits here may be higher or lower than overall.
smiles	Dynein cargo inh	Dynein cargo inh cytoplasmic EGFP	Dynein cargo inh nuclear GR-EGFP	Dynein cargo inh cell count	Lipid droplet	Lipid droplet cells 6.5 µM	Yfh1-off respiration	Autophagy mod	Autophagy mod cell loss 18 h	M1AAP inhibition	MT stabilize HCS	MT stabilize HCS Hoechst-high %	MT stabilize HCS cytotoxicity %	P. falciparum M17LAP	Ins promoter up	Ins promoter up cell count	CSM14.1 death rescue
Cc1cc(N2C(=O)C3CCCN3C2c2ccccc2)no1 (stereo not drawn)	-0.79	-0.35	-0.31	0.02	.	.	i	i	6	-1%	3.8	2.4	5.8	-3%	0.68	1447	0.0%
CCOC(=O)C1=C(C)N(C)C2(C)CC1c1ccccc1O2 (stereo not drawn)	0.32	-0.2	0.32	-0.27	.	.	i	i	7	-8%	2.6	2.6	7.1	-5%	0.79	1572	0.9%
CC(N=Cc1c(O)n(C2CC2)c(=S)[nH]c1=O)c1ccccc1 (stereo not drawn)	1.7	-0.017	1.4	-2.5	6	739	i	.	.	8%	.	.	.	17%	0.38	1068	.
O=P(CCl)(Nc1ccccc1)C(Cl)(Cl)Cl (stereo not drawn)	0.76	-0.33	0.66	-0.25	4	660	i	i	16	0%	7.0	2.5	11	5%	0.32	1167	1.5%
Cc1ncc([N+](=O)[O-])n1CCOc1nonc1N	-0.55	-0.23	-0.24	0.24	0	724	i	i	-15	2%	1.2	2.3	1.9	5%	0.08	1199	-1.9%
COc1ccccc1C1=NCc2nnc(C)n2-c2ccc(Cl)cc21	0.36	-0.21	0.26	0.11	-4	630	i	i	2	-2%	4.0	2.2	0.7	4%	0.15	1428	21%
CCOc1cc(C=C2C(=O)NC(=O)NC2=O)ccc1OCC(=O)N1CCOCC1	0.65	-0.17	0.45	-1.6	0	663	i	i	-6	11%	2.9	1.6	6.0	7%	0.27	1251	12%
Nc1ccc(Cl)cc1C(=O)c1ccccc1	0.72	-0.21	0.31	0.17	-2	698	i	i	-7	-2%	1.8	3.5	8.8	-5%	0.08	1137	-1.3%
CC#CP(=O)(OCC)C(O)(c1ccccc1)C(F)(F)F (stereo not drawn)	-0.87	-0.28	-0.28	-0.2	-2	668	i	i	-6	4%	1.5	1.7	2.6	-7%	0.11	1293	.
Cc1ccccc1NC(=O)c1cc(-c2ccccc2)n(CCCN2CCOCC2)c1C	0.88	-0.2	0.23	-0.086	-9	682	i	.	.	-4%	.	.	.	-3%	.	.	.
O=P(N1CCCCC1)(N1CCCCC1)C(Cl)(Cl)Cl	-0.86	-0.26	-0.22	0.016	-4	813	i	i	5	-2%	3.0	1.6	5.0	12%	0.24	948	1.3%
CCn1c(C)c(C(=O)O)c2cc(OC)ccc21	-0.68	-0.24	-0.083	0.53	4	723	i	i	4	3%	1.9	1.5	7.4	13%	-0.22	1223	-0.9%
COc1cccc(OC)c1C(=O)Nc1nc(N)n(-c2ccccc2)n1	0.5	-0.32	0.31	0.14	-1	779	i	i	-9	1%	1.1	1.3	8.8	-10%	-0.23	906	-0.7%
Cc1ccc2c(c1)CC1(CN2C)C(=O)NC(=O)N(C(C)C)C1=O (stereo not drawn)	-0.56	-0.26	-0.33	0.97	.	.	i	i	-1	5%	1.7	1.5	6.0	4%	0.39	1334	-0.4%
CN(C)CCN=Cc1c(O)n(-c2cccc3ccccc23)c(=O)[nH]c1=O	-0.77	-0.25	-0.19	0.24	3	748	i	i	-1	1%	2.4	1.1	5.8	-97%	-0.24	1252	.
CN(C)C(Cc1ccc(C#N)cc1)C(=O)c1ccccc1 (stereo not drawn)	1.4	-0.026	1	-1.5	29	634	i	i	18	1%	1.1	2.7	4.5	0%	0.02	1609	2.1%
COc1ccc(CCNCc2ccc(OC)c(OC)c2OC)cc1	-0.79	-0.057	-0.22	0.84	-10	773	i	i	-5	8%	1.5	2.2	8.7	8%	0.49	820	-0.7%
c1ccc(C2NCc3ccccc3-n3cccc32)cc1 (stereo not drawn)	0.67	-0.1	0.76	-0.51	-11	669	i	.	.	10%	4.0	1.5	5.9	8%	-0.47	1936	-1.9%
NC(=O)CSc1nnc([C@@H](N)Cc2c[nH]c3ccccc23)o1	-0.17	-0.24	0.3	1.2	.	.	i	i	-25	2%	2.4	1.4	8.2	3%	0.23	1255	-1.4%
Cc1sc2nc(COC(=O)Cc3ccccc3)[nH]c(=O)c2c1C	-0.87	-0.16	-0.6	1.3	-2	730	i	i	-2	13%	1.1	1.5	9.7	1%	-0.11	986	0.9%
COc1ccc(OC)c(CN2CCN(C(=O)COc3cccc(C)c3)CC2)c1	0.11	-0.38	0.4	0.043	.	.	i	i	19	2%	5.8	2.4	4.3	4%	-1.8	952	.
CNC(C(=O)c1ccccc1)C(OC)c1ccccc1 (stereo not drawn)	0.043	-0.24	0.33	0.066	.	.	i	.	.	4%	2.0	2.7	10	4%	0.7	1421	-1.2%
C=CCn1c(O)c(C(CC)=NC(C)c2ccccc2)c(=O)[nH]c1=O (stereo not drawn)	0.87	-0.21	1.5	-0.36	.	.	i	i	-25	6%	4.1	4.1	2.8	-6%	0.56	1438	-1.6%
O=C1NC(=O)C(CCc2ccncc2)(Cc2ccc3c(c2)OCO3)C(=O)N1CCc1ccccc1 (stereo not drawn)	-0.62	-0.24	-0.39	0.84	10	779	i	i	1	1%	1.5	2.2	9.4	0%	.	.	-2.8%
Cc1ccc(-c2nc3ccccc3c(=O)n2-c2ccccn2)cc1	1.1	-0.23	0.69	-1	-3	676	i	i	5	1%	1.2	2.5	9.4	-1%	-0.16	1571	-1.7%
N[C@@H](Cc1c[nH]c2ccccc12)c1nnc(SCc2ccccc2F)o1	-0.78	-0.18	-0.53	0.22	.	.	i	i	0	-2%	0.4	0.9	7.9	5%	-0.91	1447	-1.8%
CCCCn1c(O)c(C=NCCCn2ccnc2)c(=O)[nH]c1=O	3	-0.12	1.3	-1.4	.	.	i	i	6	3%	3.0	2.6	9.1	-3%	1.4	1203	2.0%
COCCCNC(=O)c1c(NC(=O)c2ccccc2Cl)n(Cc2ccccc2)c2nc3ccccc3nc12	-0.37	-0.17	-0.091	1.8	-24	675	i	i	4	2%	2.6	1.8	7.8	-9%	-0.22	1828	-2.8%
CCCCSC1=NN1c1nc(N)nc(C)c1CC	0.39	-0.21	0.31	-0.23	0	757	i	i	4	1%	3.0	1.9	6.7	7%	0.37	881	-1.2%
CN1C(=O)C(=Cc2ccc(N3CCCCCC3)o2)C(=O)N(C)C1=S	-0.5	2.5	0.98	-0.036	.	.	i	i	18	4%	2.3	1.4	6.1	7%	2.5	1492	4.1%
CN(C)C(=O)Oc1ccc(OCc2cccc[n+]2C)cc1	0.11	-0.3	-0.1	0.17	2	555	i	i	-6	5%	1.2	3.5	9.6	-1%	-0.87	1026	-2.4%
CC(=NCCN1CCCCC1)c1c(O)[nH]c(=O)[nH]c1=O	-0.56	-0.37	0.015	0.66	19	725	i	i	-47	4%	3.4	2.2	4.5	-8%	-0.89	815	0.9%
CCCS(=O)(=O)N1CCCC(C(=O)N2CCC3(CC2)OCCO3)C1 (stereo not drawn)	-0.75	-0.16	-0.48	0.75	.	.	i	i	-7	7%	2.0	1.2	6.6	-8%	1.4	1600	0.0%
CCCC(C)C1(CC)C(=O)NC(=O)N=C1N (stereo not drawn)	0.18	-0.25	0.16	-0.44	20	638	i	i	12	0%	2.4	2.4	10	-6%	0.33	1420	-3.1%
CCOC(=O)CC1=C(C(=O)OCC)C2(C(=O)N1CC(=O)OC)C(C#N)=C(N)Oc1ccccc12 (stereo not drawn)	0.63	-0.22	-0.67	-0.56	.	.	i	i	-1	6%	2.8	1.7	3.3	13%	.	.	2.2%
O=C(Nc1ccc2c(c1)OCO2)c1cn(Cc2ccc(F)cc2)nn1	2.1	-0.15	1.4	-1.2	.	.	i	i	16	1%	11	1.1	4.7	0%	-0.55	1426	-2.1%
O=C(N/N=C/c1c(O)n(Cc2ccc(F)cc2)c(=S)[nH]c1=O)c1ccncc1	-0.34	-0.3	-0.18	1	2	754	i	.	.	16%	.	.	.	13%	-0.04	1399	.
COC(=O)C1C2c3ccccc3C(c3ccccc32)C1C(=O)OC (stereo not drawn)	-0.74	-0.19	-0.44	0.35	-2	686	i	i	23	-2%	2.5	2.8	7.6	-7%	-0.84	1227	-1.8%
COP(=O)(OC)C(NC(C)=O)C(Cl)(Cl)Cl (stereo not drawn)	-0.15	-0.096	0.059	0.13	7	720	i	i	8	1%	1.4	1.9	7.0	0%	0.84	1215	-1.6%

# Arranged by heavy-atom count (largest number first): part of the list above.
smiles	Dynein cargo inh	Dynein cargo inh cytoplasmic EGFP	Dynein cargo inh nuclear GR-EGFP	Dynein cargo inh cell count	Lipid droplet	Lipid droplet cells 6.5 µM	Yfh1-off respiration	Autophagy mod	Autophagy mod cell loss 18 h	M1AAP inhibition	MT stabilize HCS	MT stabilize HCS Hoechst-high %	MT stabilize HCS cytotoxicity %	P. falciparum M17LAP	Ins promoter up	Ins promoter up cell count	CSM14.1 death rescue
CCOC(=O)CC1=C(C(=O)OCC)C2(C(=O)N1CC(=O)OC)C(C#N)=C(N)Oc1ccccc12 (stereo not drawn)	0.63	-0.22	-0.67	-0.56	.	.	i	i	-1	6%	2.8	1.7	3.3	13%	.	.	2.2%
Cc1ccc(-c2nc3ccccc3c(=O)n2-c2ccccn2)cc1	1.1	-0.23	0.69	-1	-3	676	i	i	5	1%	1.2	2.5	9.4	-1%	-0.16	1571	-1.7%
CCCC(C)C1(CC)C(=O)NC(=O)N=C1N (stereo not drawn)	0.18	-0.25	0.16	-0.44	20	638	i	i	12	0%	2.4	2.4	10	-6%	0.33	1420	-3.1%
